CHOP UPR activ: activators of apoptotic CHOP UPR arm, primary screen, cell-based, CHO-CHOP luciferase reporter, luminescence, uHTS | 0.34% of 330,000 active | UPR activation; percent of tunicamycin response over DMSO baseline | activation, % at 10 µM | AID 449763, 2010;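 active = at 10 µM dose, activation of 40% or more, normalized to positive control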;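 note: 100% = tunicamycin at 10 µg/mL and 0% = DMSO alone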
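measured by = luciferase luminescence | assay system = CHO-CHOP cells, stable luciferase reporter of PERK-eIF2a-CHOP signalling | amount = 500 reporter cells seeded per well | timing = 6 h compound exposure at 37 °C after overnight seeding | controls = positive tunicamycin 10 µg/mL, negative DMSO alone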
tim10-1 inh: growth inhibitors of tim10-1 mutant yeast, primary screen, luminescence, uHTS; inhibition, % at 20 µM; S. cerevisiae tim10-1 ts strain growth, BacTiter-Glo, 24 h; 2.2% of 330,000 active;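 active = inhibition of at least 40%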;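 note: mutant grown at 25 °C; 0% = DMSO wells with yeast and 100% = wells holding no yeast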
TIM10 inh: growth inhibitors of isogenic TIM10 control yeast, primary screen, counter-screen for tim10-1 yeast inhibitor project, luminescence, uHTS | S. cerevisiae TIM10 strain growth, BacTiter-Glo luminescence, 24 h | inhibition, % at 10 µM | 1.4% of 330,000 active | AID 463195, 2010;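 active = inhibition of 40% or more at the single tested concentration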;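 note: wild-type TIM10 isogenic control strain grown at permissive 25 °C; 0% = DMSO yeast wells and 100% = minimal medium wells without yeast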
Jurkat NFkB inh: inhibitors of induced NF-kB luciferase reporter, primary screen, TCR NF-kB activation inhibitor project, cell-based, luminescence, uHTS. inhibition, % at 4 µM. 0.53% of 330,000 active. Jurkat, PMA/ionomycin-induced NF-kB luciferase reporter; in the data active = inhibition above about 50%
XBP1 UPR activ: activators of adaptive XBP1 UPR arm, primary screen, cell-based, CHO-XBP1 luciferase reporter, luminescence, uHTS; IRE1-XBP1 UPR activation; percent of tunicamycin response, DMSO as zero; activation, % at 20 µM; 0.33% of 330,000 active; AID 463104, 2010;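 active = versus positive control, 20 µM dose yields 30% or more activation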;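 note: 100% = tunicamycin at 10 µg/mL and 0% = DMSO only wells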
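Material: CHO cell line with stable XBP1 luciferase reporter; buffer or medium: F12 medium containing 10% fetal bovine serum; compound: single point, 20 µM final compound, 1% DMSO; incubation: 6 h treatment, 37 °C; measured by: glow luminescence from Steady-Glo reagent; evaluation: activation, % of tunicamycin; control set: tunicamycin high, DMSO low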
Mdm2-MdmX inh: inhibitors of human Mdm2-MdmX association, primary screen, cell-based, luminescence, split luciferase, SaOS-2, uHTS | SaOS-2 split-luciferase Mdm2/MdmX complementation | inhibition, % at 8 µM | 3% of 330,000 active | AID 485346, 2010;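 active = inhibition of at least 50% at 8 µM in the primary screen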
Target sequence (O15151 whole entry, looked up): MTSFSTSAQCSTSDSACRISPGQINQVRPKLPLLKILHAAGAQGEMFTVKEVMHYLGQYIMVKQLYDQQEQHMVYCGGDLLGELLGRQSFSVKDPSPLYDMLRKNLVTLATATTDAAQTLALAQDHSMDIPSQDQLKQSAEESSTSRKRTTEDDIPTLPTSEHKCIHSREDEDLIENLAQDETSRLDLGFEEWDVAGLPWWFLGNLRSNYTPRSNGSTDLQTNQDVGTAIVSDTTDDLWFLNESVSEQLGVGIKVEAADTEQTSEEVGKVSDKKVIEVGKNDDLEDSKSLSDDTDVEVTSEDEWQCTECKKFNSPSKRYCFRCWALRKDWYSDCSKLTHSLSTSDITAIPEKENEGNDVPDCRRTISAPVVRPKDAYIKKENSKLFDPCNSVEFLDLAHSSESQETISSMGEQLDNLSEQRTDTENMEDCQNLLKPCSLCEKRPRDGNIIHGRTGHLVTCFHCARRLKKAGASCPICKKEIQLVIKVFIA
Target sequence (Q00987 whole entry, looked up): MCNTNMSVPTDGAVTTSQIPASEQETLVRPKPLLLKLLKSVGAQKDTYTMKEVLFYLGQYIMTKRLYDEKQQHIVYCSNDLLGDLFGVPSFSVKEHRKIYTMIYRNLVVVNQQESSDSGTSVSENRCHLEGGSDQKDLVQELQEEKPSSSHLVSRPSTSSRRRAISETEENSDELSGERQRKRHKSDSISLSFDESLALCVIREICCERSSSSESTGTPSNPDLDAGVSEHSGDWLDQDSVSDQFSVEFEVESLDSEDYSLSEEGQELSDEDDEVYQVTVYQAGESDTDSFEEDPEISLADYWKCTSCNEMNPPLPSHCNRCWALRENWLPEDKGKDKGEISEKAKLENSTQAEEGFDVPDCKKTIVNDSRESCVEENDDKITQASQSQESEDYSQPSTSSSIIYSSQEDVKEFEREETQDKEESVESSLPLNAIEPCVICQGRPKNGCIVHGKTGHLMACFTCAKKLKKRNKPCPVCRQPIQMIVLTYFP
tim23-1 inh: growth inhibitors of tim23-1 mutant yeast, primary screen, luminescence, uHTS | AID 463212, 2010 | inhibition, % at 20 µM | 1.3% of 330,000 active | S. cerevisiae tim23-1 growth, BacTiter-Glo luminescence, 24 h;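 active = growth inhibition of the mutant yeast at or above 50%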;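 note: temperature-sensitive mutant grown at 25 °C; plate controls were DMSO-treated mutant yeast for no effect and medium wells lacking yeast for full effect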
697 NFkB inh: inhibitors of PMA/ionomycin-induced NF-kB reporter, 697 cells, primary screen, B-cell NF-kB inhibitor project, cell-based, luminescence, uHTS. inhibition, % at 4 µM. AID 435022, 2010. 697 B-cell NF-kB luciferase reporter, 16 h. 0.33% of 330,000 active; in the data active = inhibition above about 35%
Starred values were filed as active, the others as inactive.

SMILES	CHOP UPR activ	tim10-1 inh	TIM10 inh	Jurkat NFkB inh	XBP1 UPR activ	Mdm2-MdmX inh	tim23-1 inh	697 NFkB inh
O=C(C(c1ccccc1)c1ccccc1)N1CC[C@@]2(O)CCCC[C@H]2C1	-0.5	21	2	3	2	-1	11	-2
CC(=O)NCCOc1nc(N(C)C)nc(N2CCOCC2)n1	0.1	3	5	2	-2	13	-11	27
CCOc1cccc(C(=O)N/N=C/c2ccoc2)c1	3.6	-3	2	2	4	-27	8	-19
COC(=O)C1CCCCN1C(=O)CCc1nnc(CCc2c[nH]c3ccccc23)o1 (stereo unspecified)	-1.1	4	6	-10	0	-36	11	-17
Cn1cccc1C(=S)N=P(C1CCCCC1)(N1CCOCC1)N1CCOCC1	-2.0	8	10	-4	-3	12	11	-21
COc1ccc2c(c1)[C@H]1[C@H](CO2)[C@H](c2ccccc2)[C@]2(C)C(=O)Nc3ccccc3C(=O)N12	0.0	20	24	13	-4	12	42	1
CN(C)c1nc(NCc2ccccc2)nc(N/N=C/c2ccc3c(c2)OCO3)n1	1.5	41*	13	-16	1	-19	39	4
O=C(COc1ccccc1Cl)N(Cc1ccco1)C1CCS(=O)(=O)C1 (stereo unspecified)	0.0	-2	-13	12	-5	8	4	8
O=C(CC1C(=O)NCCN1C(=O)Nc1ccccc1)Nc1ccc2c(c1)OCO2 (stereo unspecified)	-1.9	-7	5	-2	4	31	-2	17
COc1ccc(OC)c(NC(=O)c2ccc(NC(C)=O)cc2)c1	-5.0	13	1	6	-1	22	10	3
COc1cccc(NC(=O)c2cc(-c3ccc(C)o3)nc3ccccc23)c1	2.8	19	21	1	-8	18	13	18
Cc1nnc(SCC(=O)Nc2ccc3c(c2)OCCO3)n1CC1CCCO1 (stereo unspecified)	0.4	8	6	2	-1	4	5	6
CC(=O)OC1c2ccccc2C(=O)N1c1ccccc1C (stereo unspecified)	3.1	-2	-7	-12	-2	-23	3	6
CC(C)N1C(=O)C2(OCCCO2)c2cc(Br)ccc21	1.4	22	7	-14	2	3	25	-63
CCOC(=O)C1(Cc2cccc(OC)c2)CCN(CC(O)CO)CC1 (stereo unspecified)	0.4	11	-14	1	0	-9	-2	29
CCCCC(CC)CNC(=O)CCS(=O)(=O)c1cccc2nsnc12 (stereo unspecified)	-0.7	19	17	3	0	-26	11	-48
O=C(Nc1nc2ccccc2n1CCN1CCOCC1)c1ccc(Cn2cc([N+](=O)[O-])cn2)o1	-2.9	-16	0	-9	-3	9	-10	-3
NS(=O)(=O)c1ccc(CCNC/C=C/c2ccccc2)cc1	-3.3	-10	-11	-26	-7	12	-15	-30
CN(C(=O)CSc1nnc(-c2cccs2)n1C1CC1)C1CCS(=O)(=O)C1 (stereo unspecified)	0.9	4	-5	5	1	14	7	-2
COCCNC(=O)CN1CCOc2ccccc21	-0.3	-10	3	-8	0	9	1	12
CSc1cccc(NC(=O)c2cnccn2)c1	1.3	-22	-2	-28	3	6	14	-3
CC(C)(C)OC(=O)N[C@@H](Cc1ccccc1)c1nnc(SCC(N)=O)o1	-0.1	17	17	-6	1	4	22	-9
CC(C)OC(=O)CCCCCN1C(=O)CSC1=S	4.1	2	7	-15	0	18	6	0
O=C(NCc1cccs1)C1CCCN(S(=O)(=O)c2ccc3c(c2)OCO3)C1 (stereo unspecified)	0.8	22	15	1	-1	-6	14	-3
COc1ccc2cc3cc(C(=O)NCC4COc5ccccc5O4)oc3nc2c1 (stereo unspecified)	4.8	18	38	5	-2	0	13	2
N#CC1=C(N)Oc2cc(O)c(C=Nc3ccccc3)cc2C1c1ccccc1 (stereo unspecified)	-1.6	13	23	-20	-2	24	31	-29
CSc1ccccc1NC(=S)Nc1ccccc1C(F)(F)F	-2.1	-13	8	8	-3	6	-3	-1
CC1=NC(Nc2nc(C)c3ccccc3n2)=NC(C)(C)C1	0.3	8	1	-30	-1	19	9	4
CC12CCC(=O)N1C(C(=O)NNC(=O)c1ccccc1F)CS2 (stereo unspecified)	0.0	0	11	12	-1	-16	3	3
CC(=O)c1ccc(NC(=S)NCCCN2CCOCC2)cc1	0.2	-10	2	1	-3	-6	4	9

In another format: 19 of the compounds above.
Results follow in this order: CHOP UPR activ | tim10-1 inh | TIM10 inh | Jurkat NFkB inh | XBP1 UPR activ | Mdm2-MdmX inh | tim23-1 inh | 697 NFkB inh
COc1ccc(OC)c(NC(=O)c2ccc(NC(C)=O)cc2)c1
    -5.0 | 13 | 1 | 6 | -1 | 22 | 10 | 3
COc1cccc(NC(=O)c2cc(-c3ccc(C)o3)nc3ccccc23)c1
    2.8 | 19 | 21 | 1 | -8 | 18 | 13 | 18
Cc1nnc(SCC(=O)Nc2ccc3c(c2)OCCO3)n1CC1CCCO1 (stereo unspecified)
    0.4 | 8 | 6 | 2 | -1 | 4 | 5 | 6
CC(=O)OC1c2ccccc2C(=O)N1c1ccccc1C (stereo unspecified)
    3.1 | -2 | -7 | -12 | -2 | -23 | 3 | 6
CC(C)N1C(=O)C2(OCCCO2)c2cc(Br)ccc21
    1.4 | 22 | 7 | -14 | 2 | 3 | 25 | -63
CCOC(=O)C1(Cc2cccc(OC)c2)CCN(CC(O)CO)CC1 (stereo unspecified)
    0.4 | 11 | -14 | 1 | 0 | -9 | -2 | 29
CCCCC(CC)CNC(=O)CCS(=O)(=O)c1cccc2nsnc12 (stereo unspecified)
    -0.7 | 19 | 17 | 3 | 0 | -26 | 11 | -48
O=C(Nc1nc2ccccc2n1CCN1CCOCC1)c1ccc(Cn2cc([N+](=O)[O-])cn2)o1
    -2.9 | -16 | 0 | -9 | -3 | 9 | -10 | -3
NS(=O)(=O)c1ccc(CCNC/C=C/c2ccccc2)cc1
    -3.3 | -10 | -11 | -26 | -7 | 12 | -15 | -30
CN(C(=O)CSc1nnc(-c2cccs2)n1C1CC1)C1CCS(=O)(=O)C1 (stereo unspecified)
    0.9 | 4 | -5 | 5 | 1 | 14 | 7 | -2
COCCNC(=O)CN1CCOc2ccccc21
    -0.3 | -10 | 3 | -8 | 0 | 9 | 1 | 12
CSc1cccc(NC(=O)c2cnccn2)c1
    1.3 | -22 | -2 | -28 | 3 | 6 | 14 | -3
CC(C)(C)OC(=O)N[C@@H](Cc1ccccc1)c1nnc(SCC(N)=O)o1
    -0.1 | 17 | 17 | -6 | 1 | 4 | 22 | -9
CC(C)OC(=O)CCCCCN1C(=O)CSC1=S
    4.1 | 2 | 7 | -15 | 0 | 18 | 6 | 0
O=C(NCc1cccs1)C1CCCN(S(=O)(=O)c2ccc3c(c2)OCO3)C1 (stereo unspecified)
    0.8 | 22 | 15 | 1 | -1 | -6 | 14 | -3
COc1ccc2cc3cc(C(=O)NCC4COc5ccccc5O4)oc3nc2c1 (stereo unspecified)
    4.8 | 18 | 38 | 5 | -2 | 0 | 13 | 2
N#CC1=C(N)Oc2cc(O)c(C=Nc3ccccc3)cc2C1c1ccccc1 (stereo unspecified)
    -1.6 | 13 | 23 | -20 | -2 | 24 | 31 | -29
CSc1ccccc1NC(=S)Nc1ccccc1C(F)(F)F
    -2.1 | -13 | 8 | 8 | -3 | 6 | -3 | -1
CC1=NC(Nc2nc(C)c3ccccc3n2)=NC(C)(C)C1
    0.3 | 8 | 1 | -30 | -1 | 19 | 9 | 4

Record cards, from the list above. Values in the order: CHOP UPR activ | tim10-1 inh | TIM10 inh | Jurkat NFkB inh | XBP1 UPR activ | Mdm2-MdmX inh | tim23-1 inh | 697 NFkB inh
Shown for CSc1ccccc1NC(=S)Nc1ccccc1C(F)(F)F → -2.1 | -13 | 8 | 8 | -3 | 6 | -3 | -1
Shown for CC(C)OC(=O)CCCCCN1C(=O)CSC1=S → 4.1 | 2 | 7 | -15 | 0 | 18 | 6 | 0

Next entries follow.
SMILES	CHOP UPR activ	tim10-1 inh	TIM10 inh	Jurkat NFkB inh	XBP1 UPR activ	Mdm2-MdmX inh	tim23-1 inh	697 NFkB inh
COC(=O)c1c(N)sc2c1CCN(c1ncc(C(F)(F)F)cc1Cl)C2	-3.5	6	15	1	2	10	9	-4
CCc1cc2c(SCC(=O)N(CC)c3c(N)n(Cc4ccccc4)c(=O)[nH]c3=O)ncnc2s1	-1.6	24	20	6	-1	-12	6	7
CN(C(=O)CSc1ncnc2sc(-c3ccccc3)cc12)C1CCS(=O)(=O)C1 (stereo unspecified)	-1.5	34	36	-3	1	-23	31	-21
Cn1c(C(=O)NC2CCCCCC2)cc2c(=O)n(C)c3ccccc3c21	-0.8	31	16	-38	3	33	14	13
Cc1ccc(CSc2ccc(-c3ccc4c(c3)OCO4)nn2)cc1	11	6	4	10	0	-5	-3	-9
CC1C(=O)N(c2ccc(S(=O)(=O)N(C)C)cc2)C1(/C=C/c1ccccc1)C(=O)NC1CCCC1 (stereo unspecified)	2.2	34	12	14	-1	33	24	-6
COc1ccc(-c2cc(C(=O)N3CCN(Cc4ccc5c(c4)OCO5)CC3)on2)cc1OC	0.4	26	8	-2	-4	8	34	-4
CCOC(=O)C(Cc1cc(C(C)=O)ccc1OCC)C(=O)OCC	-2.0	13	-1	-3	-1	12	20	10
NC(=O)c1ccsc1NC(=O)COC(=O)CNC(=O)c1ccc(Cl)cc1	-0.4	4	-1	19	-3	3	17	0
COc1ccc(-n2nnc3c(SCC(=O)Nc4ccc5c(c4)OCCO5)ncnc32)cc1	-1.9	-6	-18	-6	0	28	-19	-10
COc1ccc(CSc2ccc(S(=O)(=O)N3CCCCC3)cn2)cc1F	0.9	0	5	16	-3	16	0	14
COC(=O)CSc1nc2ccc(NC(=O)CSc3nnnn3Cc3ccccc3)cc2s1	3.0	13	8	8	3	94*	-2	11
Cc1ccc(C)c(NC(=O)CCN2CCC(C)CC2)c1	0.9	-13	-19	-9	-5	-9	9	11
CCOc1ccccc1NC(=O)CCc1ccc(C)o1	-1.9	17	5	-13	-6	12	5	4
CN(CC(=O)Nc1ccc(F)c(F)c1F)c1ncnc2sccc12	-1.0	2	-9	3	1	4	8	-1
CC(=O)N1CCN(c2ccc(NC(=O)c3ccccc3)cc2)CC1	5.7	-9	-1	-26	-1	14	6	-16
COCCNC(=S)NCc1ccc2[nH]c3c(c2c1)CCCC3	0.6	31	20	11	4	-12	16	-19
S=C(NCCCN1CCOCC1)Nc1cccc(Cl)c1	0.0	7	-9	17	2	-8	-2	15

Source: PubChem

Rows are unselected. Share with any hit: about 6.6%.
